Compound activity deposited in PubChem BioAssay by National Center for Advancing Translational Sciences (NCATS).
Coupling enz: qHTS Assay for Inhibitors of Fructose-1,6-bisphosphate Aldolase from Giardia Lamblia: Coupling assay counterscreen; activity change, negative = inhibition, % at 58.2 µM, hits read low; hit rate 0.67% among 290,000; coupling enzyme system counterscreen, AmpLite Red fluorescence; in the data active = activity change below about -30%
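Counterscreen lacking aldolase: glyceraldehyde-3-phosphate coupling-enzyme reagent preincubated 10 min at RT with compound (at 57.5 uM final), then substrate/coupling system with AmpLite Red added; fluorescence read at 525/598 nm after 20 min RT.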
B2AR arrestin: qHTS assay of beta-arrestin-biased ligands of beta2-adrenergic receptor; beta-arrestin recruitment to beta2AR, cell-based reporter; Potency, µM (doses to about 46.1 µM), for inactives: at the top dose activation, hits mostly activators; hit rate 0.02% among 330,000; AID 492947, 2010;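 note: potency is the fitted concentration of half-maximal effect; 0% = DMSO controls and full agonism = EC100 isoproterenol or metaproterenol; nearly all actives have a fitted effect of over 65% in size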
uPA generation: qHTS for Inhibitors of Cell Surface uPA Generation; cell surface uPA generation assay, qHTS; Potency, µM (titrated, usually from 38.3 µM), for the others: at the top dose activity change, negative = inhibition, actives largely listed as inhibitors; hit rate 0.31% among 330,000; active = well fitted inhibition curve with a large enough effect; inconclusive = small, poorly fitted or top-dose-only effect; inactive = no such curve, though single readings can be large or run the other way; tested in mouse RAW 264.7 cells; note: potency is the fitted concentration of half-maximal effect; nearly all actives have a fitted effect of over 55% in size
GALK inh: qHTS Assay for Inhibitors of Human Galactokinase (GALK). hit rate 0.007% among 270,000. Potency, µM (doses to about 57.5 µM), for inactives: top-dose activity change, negative = inhibition, most hits filed as inhibitors. P51570. AID 1868, 2009. Purified GALK, Kinase-Glo residual ATP luminescence; note: potency is the fitted concentration of half-maximal effect
Target sequence (P51570 whole entry, looked up): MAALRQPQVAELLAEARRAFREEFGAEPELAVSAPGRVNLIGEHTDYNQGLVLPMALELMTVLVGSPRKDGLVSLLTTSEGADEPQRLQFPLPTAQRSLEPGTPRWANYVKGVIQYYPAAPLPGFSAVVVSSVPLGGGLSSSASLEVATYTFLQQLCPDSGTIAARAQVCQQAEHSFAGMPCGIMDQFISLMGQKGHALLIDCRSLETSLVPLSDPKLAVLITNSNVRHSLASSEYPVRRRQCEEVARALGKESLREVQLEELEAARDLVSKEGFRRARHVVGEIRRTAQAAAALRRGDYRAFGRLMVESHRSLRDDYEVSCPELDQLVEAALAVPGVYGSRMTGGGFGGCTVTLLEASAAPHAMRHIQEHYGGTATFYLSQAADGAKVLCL
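The enzyme phosphorylates galactose (100 uM) using ATP (35 uM); inhibition is detected as higher residual ATP, quantified by bioluminescence after 1 h reaction at room temperature, pH 8.0.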
KCNH2 WT inh: qHTS for Inhibitors of KCHN2 3.1: Wildtype qHTS; Voltage-gated inwardly rectifying potassium channel KCNH2 (Homo sapiens), Q12809; hit rate 0.37% among 340,000; U2OS, BacMam KCNH2, thallium flux FluxOr; hits give low values; activity change, % at 1.84 µM;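 active = maximum activity change below -70%; inconclusive = maximum activity change between -70% and -50%; inactive = maximum activity change above -50%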
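U2OS cells transduced with wild-type KCNH2 virus are loaded with FluxOr dye for 45 min, and thallium flux is measured in kinetic reads before and after stimulation buffer. Rate constants are normalized to DMSO controls.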
USP2a block: qHTS Assay for Inhibitors of Ubiquitin-specific Protease USP2a Using CHOP2 as the Reporter; Ubiquitin carboxyl-terminal hydrolase 2 (Homo sapiens), O75604; USP2 core, Ub-CHOP2 coupled fluorogenic reporter, 485/531; Potency, µM (series often up to 38.3 µM), for the others: at the top dose activity change, negative = inhibition, actives largely listed as inhibitors; hit rate 0.01% among 330,000; AID 463254, 2010;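 note: potency is the fitted concentration of half-maximal effect; plate controls were DMSO wells for no effect and full inhibition by NEM control for full effect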
Target sequence (O75604 whole entry, looked up): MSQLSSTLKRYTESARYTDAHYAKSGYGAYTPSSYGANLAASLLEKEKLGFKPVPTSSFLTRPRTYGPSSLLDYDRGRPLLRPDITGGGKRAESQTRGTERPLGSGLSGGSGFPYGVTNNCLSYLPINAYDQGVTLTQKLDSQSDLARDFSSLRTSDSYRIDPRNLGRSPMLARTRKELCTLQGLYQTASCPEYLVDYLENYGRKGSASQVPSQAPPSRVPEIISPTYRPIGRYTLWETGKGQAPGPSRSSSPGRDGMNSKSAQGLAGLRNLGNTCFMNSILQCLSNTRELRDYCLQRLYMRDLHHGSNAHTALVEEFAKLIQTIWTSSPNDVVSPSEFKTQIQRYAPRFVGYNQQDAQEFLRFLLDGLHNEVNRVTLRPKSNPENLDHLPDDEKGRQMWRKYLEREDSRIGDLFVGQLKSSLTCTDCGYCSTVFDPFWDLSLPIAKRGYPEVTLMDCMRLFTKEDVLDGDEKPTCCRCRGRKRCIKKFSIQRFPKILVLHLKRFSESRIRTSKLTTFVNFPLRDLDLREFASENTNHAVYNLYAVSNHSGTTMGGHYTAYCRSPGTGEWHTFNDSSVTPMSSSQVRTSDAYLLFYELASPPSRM
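Deubiquitinase activity read as fluorescence (485/531 nm) after Ub-CHOP2 cleavage activates the enterokinase reporter on its substrate; USP2 core 10nM, Ub-CHOP2 and substrate 25nM each, 30min compound preincubation then 60min RT; data normalized to NEM, curves fitted.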
Eya2 phos inh: qHTS Assay for Inhibitors of the Phosphatase Activity of Eya2; recombinant Eya2, OMFP fluorescence dephosphorylation (OMFP is methylfluorescein phosphate); AID 488837, 2010; hit rate 0.006% among 330,000; Potency, µM (highest dose often 76.9 µM), for the others: at the highest dose activity, negative = inhibition, actives largely listed as inhibitors; Protein phosphatase EYA2 (Homo sapiens), O00167; note: potency is the fitted concentration of half-maximal effect
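Eya2 (0.2 uM) preincubated 10 min at ambient with compound, then OMFP substrate added at 50 uM; 10 min reaction in 50 mM HEPES pH 7.5, 50 mM NaCl, 5 uM MgCl2, 0.05% BSA, 1 mM DTT. Fluorescence read at Ex 485/Em 525 nm.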
BCR signal inh: qHTS Assay to Find Inhibitors of Chronic Active B-Cell Receptor Signaling. Potency, µM (highest dose often 46.1 µM), without a hit: at the top dose ratio change, negative = lower green/red ratio, hits mostly inhibitors. hit rate 0.05% among 340,000. ABC-DLBCL IkBa-CBG/CBR reporter, luminescence ratio, 4 h; active = well fitted inhibition curve with a large enough effect in the signal ratio, with a control signal flat, not every such curve was filed as active; inconclusive = small, poorly fitted or top-dose-only effect, or effect the other way, or a change in a side signal; the % refers to the signal ratio;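 note: potency is the fitted concentration of half-maximal effect; plate controls were basal doxycycline-induced cells for no effect and cells given 10 µM MG132 for full effect; MG132 reads +100%, hits lower the ratio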
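Cell line TMD8 (human ABC DLBCL), stably expressing tet-inducible CBG68-IkBa fusion and CBR; IMDM/0.5% FBS; cpd up to 46 uM; dox induction, 4 h, 37C/5% CO2; dual luminescence; green/red ratio; MG132 control.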
Giardia kill: Small Molecules that selectively kill Giardia lamblia: qHTS; Giardia lamblia trophozoite viability; activity change, % at 7.66 µM, hits read low; hit rate 0.15% among 340,000; in the data active = activity change below about -80%; inconclusive = between about -30% and that limit;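 note: parasites exposed to compound for two days anaerobically before the ATP read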
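Luminescence from cellular ATP indicates surviving trophozoites (100 cells/well) following 48 hrs anaerobic compound treatment at 37 deg C; signal develops 15-30 min at room temperature.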
KCNH2 3.1 block: qHTS for Inhibitors of KCHN2 3.1: Mutant qHTS; Potassium voltage-gated channel subfamily H member 2, brain isoform KCNH2 3.1 (human); hit rate 0.95% among 340,000; U2OS KCNH2 3.1, thallium flux FluxOr; hits give low values; activity change, % (tested at about 1.8 µM); AID 720553, 2013;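 active = maximum activity change below -70%; inconclusive = maximum activity change from -70% to -50%; inactive = maximum activity change above -50%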;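 note: thallium influx rate constant from kinetic fluorescence after stimulation buffer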
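Steps: virus added to U2OS suspension (4 h, RT, dark); medium with 10% FBS added, cells plated, 37 C overnight; FluxOr/Red40 loading buffer 45 min RT; stimulation buffer, 2 min kinetic read; rate constant normalized.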
PKM2 act: qHTS Assay for Activators of Human Muscle isoform 2 Pyruvate Kinase. purified PKM2, Kinase-Glo ATP luminescence, activation; response scale: 0% is enzyme alone, no compound. Potency, µM (doses to about 57.5 µM), for inactives: top-dose activation, most hits filed as activators. hit rate 0.34% among 260,000. AID 1631, 2009; note: potency is the fitted concentration of half-maximal effect; nearly all actives have a fitted effect of over 55% in size
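Purified hPK-M2 (>95%) run at intermediate activity with 0.1 mM ADP and 0.5 mM PEP in 50 mM imidazole pH 7.2, KCl, MgCl2; 1 h room temperature. ATP formed read by Kinase-Glo luminescence; normalized to uninhibited and no-enzyme controls.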
Starred values were filed as active, the others as inactive. Unless noted, calls come from the whole dose curve; as a rule, active = well fitted curve in the direction sought with a large enough effect; inconclusive = small, poorly fitted or top-dose-only effect, or another doubt; inactive = no such curve, though single readings can be large; an effect the other way counts as inactive or inconclusive. Unless noted, % is set by controls: 0 for no effect and ±100 for the full control effect.

For COc1ccc(N2CCN(C(=O)CCCCCn3c(=O)[nH]c4ccsc4c3=O)CC2)cc1 the results were Coupling enz 0, B2AR arrestin 0.3%, uPA generation 2%, GALK inh -2%, KCNH2 WT inh 2, USP2a block 4%, Eya2 phos inh -24%, BCR signal inh 17%, Giardia kill -3, KCNH2 3.1 block 0 and PKM2 act 2%.
`Clc1ccccc1-c1nc(N/N=C/c2cccnc2)c2ccccc2n1` gave Coupling enz 4, B2AR arrestin 0.1%, uPA generation -5%, GALK inh -2%, KCNH2 WT inh -20, USP2a block 1%, Eya2 phos inh 4%, BCR signal inh 0%, Giardia kill -28, KCNH2 3.1 block 9 and PKM2 act 0%.
Cc1ccc(C(=O)C2=C(O)C(=O)N(CC3CCCO3)C2c2ccccc2F)o1 (configuration not stated) was read as Coupling enz -3, B2AR arrestin 0.4%, uPA generation 0%, GALK inh -2%, KCNH2 WT inh 3, USP2a block -1%, Eya2 phos inh -6%, BCR signal inh -2%, Giardia kill -5, KCNH2 3.1 block -5 and PKM2 act 0%.
For O=C1[C@H]2[C@@H](c3ccc(F)cc3)N3C(=O)N(c4ccc(Br)cc4)C(=O)[C@@]3(Cc3ccc(Cl)cc3)[C@H]2C(=O)N1C1CCCCC1 the results were Coupling enz -4, B2AR arrestin -0.9%, uPA generation 14%, KCNH2 WT inh -8, USP2a block 1%, Eya2 phos inh 11%, BCR signal inh 0%, Giardia kill 2, KCNH2 3.1 block -10 and PKM2 act 2%.
Screening CN(C)Cc1c(-c2ccc(Cl)cc2)nc2ccccn12 returned Coupling enz -3, B2AR arrestin 0.2%, uPA generation 2%, GALK inh -2%, KCNH2 WT inh -5, USP2a block -4%, Eya2 phos inh 15%, BCR signal inh inconclusive, Giardia kill 10, KCNH2 3.1 block -12 and PKM2 act -7%.
Cc1ccc(CCN2CCN=C2Nc2ccccc2)cc1 was read as B2AR arrestin 0.0%, uPA generation -15%, KCNH2 WT inh 4, USP2a block 2%, Eya2 phos inh 15%, BCR signal inh -10%, Giardia kill -19 and KCNH2 3.1 block 2.
Screening c1ccc(Cn2nnnc2C(c2cccnc2)N2CCN(c3ccccc3)CC2)cc1 (configuration not stated) returned Coupling enz 1, B2AR arrestin -0.1%, uPA generation 0%, GALK inh 3%, KCNH2 WT inh -2, USP2a block 0%, Eya2 phos inh -8%, BCR signal inh inconclusive, Giardia kill -15, KCNH2 3.1 block -1 and PKM2 act -8%.
Cc1cc(N/C=C\c2nnnn2-c2ccc(F)cc2)no1 was read as Coupling enz -2, B2AR arrestin -1.1%, uPA generation -12%, GALK inh 1%, KCNH2 WT inh -121*, USP2a block 0%, Eya2 phos inh 4%, BCR signal inh 7%, Giardia kill -2, KCNH2 3.1 block 6 and PKM2 act 0%.
`CSc1c(SCc2ccccc2)cnn(Cc2ccccc2)c1=O` gave Coupling enz -1, B2AR arrestin -0.8%, uPA generation -2%, GALK inh 1%, KCNH2 WT inh 3, USP2a block 2%, Eya2 phos inh -7%, BCR signal inh inconclusive, Giardia kill 16, KCNH2 3.1 block 11 and PKM2 act -5%.
`CCOc1[nH]n(-c2ccccc2)c(=O)c1C=Nc1ccccc1` gave Coupling enz 0, B2AR arrestin -0.1%, uPA generation 6.3µM*, GALK inh 6%, KCNH2 WT inh -3, USP2a block 3%, Eya2 phos inh 16%, BCR signal inh 13%, Giardia kill -4, KCNH2 3.1 block 10 and PKM2 act -1%.
Screening C/C(=N\NC(=O)c1nnn(-c2nonc2N)c1-c1cccs1)c1ccncc1 returned B2AR arrestin -0.6%, uPA generation 1%, GALK inh -5%, KCNH2 WT inh 9, USP2a block 2%, Eya2 phos inh 2%, BCR signal inh 0%, Giardia kill -14 and KCNH2 3.1 block -20.
O=c1cc(-c2ccccc2)nc(SCc2ccccc2)[nH]1 was read as Coupling enz 4, B2AR arrestin -0.1%, uPA generation -8%, GALK inh -2%, KCNH2 WT inh -2, USP2a block 1%, Eya2 phos inh 2%, BCR signal inh inconclusive, Giardia kill 14 and PKM2 act 0%.
`CCCCN(C(=O)C1CSC2(C)CCC(=O)N12)c1c(N)n(CC(C)C)c(=O)[nH]c1=O` (configuration not stated) gave B2AR arrestin 0.0%, uPA generation 2%, KCNH2 WT inh 0, USP2a block 0%, Eya2 phos inh -18%, BCR signal inh 0%, Giardia kill 4 and KCNH2 3.1 block 8.
O=C(CN(Cc1ccccc1)S(=O)(=O)c1ccc(F)cc1)NCc1ccccn1 was read as Coupling enz -7, B2AR arrestin -0.3%, uPA generation -1%, GALK inh 0%, KCNH2 WT inh -5, USP2a block 2%, Eya2 phos inh 3%, BCR signal inh -2%, Giardia kill -14 and KCNH2 3.1 block 2.
Screening O=C(Nc1nnc(C(F)(F)F)s1)C1COc2ccccc2O1 (configuration not stated) returned Coupling enz 2, B2AR arrestin 0.1%, uPA generation -6%, GALK inh 0%, KCNH2 WT inh 11, USP2a block 2%, Eya2 phos inh -17%, BCR signal inh inconclusive, Giardia kill 20, KCNH2 3.1 block 16 and PKM2 act 0%.
`Cn1nc(-c2ccccc2)c(N2CCCCC2)cc1=O` gave Coupling enz 5, B2AR arrestin -0.3%, uPA generation inconclusive, GALK inh 0%, KCNH2 WT inh 0, USP2a block 5%, Eya2 phos inh 6%, BCR signal inh inconclusive, Giardia kill 4, KCNH2 3.1 block 0 and PKM2 act 0%.
For O=C(/C=C/c1ccco1)Oc1ccc(C(=S)N2CCOCC2)cc1 the results were Coupling enz -2, B2AR arrestin -0.2%, uPA generation 0%, GALK inh 0%, KCNH2 WT inh 0, USP2a block 9%, Eya2 phos inh -27%, BCR signal inh inconclusive, Giardia kill -14, KCNH2 3.1 block 21 and PKM2 act -7%.
`CC1CCCCC1NC(=O)COC(=O)c1cc(=O)c2ccccc2o1` (configuration not stated) gave Coupling enz -2, B2AR arrestin -0.1%, uPA generation 0%, GALK inh -3%, KCNH2 WT inh 3, USP2a block 0%, Eya2 phos inh -2%, BCR signal inh -1%, Giardia kill 7, KCNH2 3.1 block 8 and PKM2 act -1%.
`CC(C)(C)OC(=O)N1CCC[C@H]1c1nnc(SCc2cccc(Cl)c2)o1` gave Coupling enz 1, B2AR arrestin -0.2%, uPA generation 1%, GALK inh -1%, KCNH2 WT inh 11, USP2a block 2%, Eya2 phos inh -23%, BCR signal inh 8%, Giardia kill 0, KCNH2 3.1 block -11 and PKM2 act -5%.
Screening O=C(Nc1ccc(Cc2ccncc2)cc1)C1CCC(N2C(=O)C3C4C=CC(C5CC45)C3C2=O)CC1 (configuration not stated) returned Coupling enz 3, B2AR arrestin -0.1%, uPA generation -5%, GALK inh -5%, KCNH2 WT inh -2, USP2a block -5%, Eya2 phos inh -25%, BCR signal inh inconclusive, Giardia kill 7, KCNH2 3.1 block -1 and PKM2 act -4%.
Cc1cc(C)c(NC(=O)CNC(=O)c2ccc3c(=O)n4c(nc3c2)CCC4)c(C)c1 was read as B2AR arrestin 0.1%, uPA generation -3%, KCNH2 WT inh -23, USP2a block 1%, Eya2 phos inh 7%, BCR signal inh -2%, Giardia kill inconclusive and KCNH2 3.1 block -30.

Reprinted from the listing (2 entries):
Screening O=C(Nc1ccc(Cc2ccncc2)cc1)C1CCC(N2C(=O)C3C4C=CC(C5CC45)C3C2=O)CC1 (configuration not stated) returned Coupling enz 3, B2AR arrestin -0.1%, uPA generation -5%, GALK inh -5%, KCNH2 WT inh -2, USP2a block -5%, Eya2 phos inh -25%, BCR signal inh inconclusive, Giardia kill 7, KCNH2 3.1 block -1 and PKM2 act -4%.
Cc1cc(C)c(NC(=O)CNC(=O)c2ccc3c(=O)n4c(nc3c2)CCC4)c(C)c1 was read as B2AR arrestin 0.1%, uPA generation -3%, KCNH2 WT inh -23, USP2a block 1%, Eya2 phos inh 7%, BCR signal inh -2%, Giardia kill inconclusive and KCNH2 3.1 block -30.
